Assay outcomes (PubChem)
NCOA1 inh: inhibits human SRC1 coactivator; inhibition, % at 3.6 µM; Q15788; HEK293 GAL4-SRC1 luciferase reporter, luminescence; 360,000 tested, 0.12% active;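 active = inhibition above the campaign mean plus 3 SD, with each screening campaign given its own cutoff, cut at about 60% in these data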;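 also: 0% = DMSO treated cells and 100% = gossypol at 36 µM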
Target sequence (Q15788 whole entry, looked up, the tested form may be a part): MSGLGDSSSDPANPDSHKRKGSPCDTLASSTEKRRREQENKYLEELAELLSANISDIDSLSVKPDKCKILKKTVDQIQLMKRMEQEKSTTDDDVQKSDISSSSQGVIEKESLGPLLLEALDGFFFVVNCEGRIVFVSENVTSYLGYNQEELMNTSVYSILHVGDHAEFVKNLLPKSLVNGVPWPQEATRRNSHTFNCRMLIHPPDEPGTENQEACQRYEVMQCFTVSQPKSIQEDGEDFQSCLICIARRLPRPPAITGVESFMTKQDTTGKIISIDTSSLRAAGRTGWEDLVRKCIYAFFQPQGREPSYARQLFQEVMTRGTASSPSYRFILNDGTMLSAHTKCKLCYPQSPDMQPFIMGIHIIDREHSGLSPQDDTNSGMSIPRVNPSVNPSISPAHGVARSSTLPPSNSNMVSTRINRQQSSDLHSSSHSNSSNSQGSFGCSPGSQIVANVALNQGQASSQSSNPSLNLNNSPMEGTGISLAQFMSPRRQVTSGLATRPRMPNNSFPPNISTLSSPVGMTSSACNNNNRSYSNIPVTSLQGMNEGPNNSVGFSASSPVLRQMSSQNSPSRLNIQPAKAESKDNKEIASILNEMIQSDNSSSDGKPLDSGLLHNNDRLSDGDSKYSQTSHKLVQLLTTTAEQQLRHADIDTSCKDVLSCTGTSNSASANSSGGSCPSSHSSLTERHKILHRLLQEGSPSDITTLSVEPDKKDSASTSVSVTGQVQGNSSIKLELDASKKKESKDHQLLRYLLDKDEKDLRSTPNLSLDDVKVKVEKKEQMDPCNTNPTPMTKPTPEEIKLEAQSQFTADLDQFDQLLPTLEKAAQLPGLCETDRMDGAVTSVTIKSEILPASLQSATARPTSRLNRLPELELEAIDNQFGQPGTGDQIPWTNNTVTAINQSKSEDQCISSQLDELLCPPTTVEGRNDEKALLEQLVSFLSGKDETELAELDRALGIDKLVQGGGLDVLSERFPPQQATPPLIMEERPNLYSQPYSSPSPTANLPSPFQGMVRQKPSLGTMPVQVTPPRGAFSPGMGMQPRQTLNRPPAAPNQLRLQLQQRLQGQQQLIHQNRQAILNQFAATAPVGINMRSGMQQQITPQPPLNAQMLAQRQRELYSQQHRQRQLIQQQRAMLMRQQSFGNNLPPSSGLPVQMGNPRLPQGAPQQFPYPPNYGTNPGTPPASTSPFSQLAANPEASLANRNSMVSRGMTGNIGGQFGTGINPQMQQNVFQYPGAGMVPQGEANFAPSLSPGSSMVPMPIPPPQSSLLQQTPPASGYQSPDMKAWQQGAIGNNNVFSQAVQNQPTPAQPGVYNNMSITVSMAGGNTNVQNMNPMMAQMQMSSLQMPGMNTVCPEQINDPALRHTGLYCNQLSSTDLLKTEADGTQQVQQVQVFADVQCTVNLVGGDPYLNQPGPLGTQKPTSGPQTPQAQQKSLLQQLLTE
Shn3 3UTR inh: inhibitors of Schnurri-3 3'UTR reporter in osteoblasts; Clone20 osteoblast Shn3 3'UTR firefly luciferase, 24 h; AID 588674; 360,000 tested, 0.52% active; inhibition, % at 12.5 µM;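 active = mean inhibition of at least 75% with every replicate also reaching 75%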;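 also: 0% = median of neutral control wells and 100% = pilot-screen positive control compound; some compounds past the cut are filed as inactive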
CF NFkB block: cystic fibrosis NF-kB activation inhibition; KKLEB NF-kB-GFP reporter, PAF-induced, GFP fluorescence overnight; 360,000 tested, 0.86% active; inhibition, % at 5 µM;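 active = at least 50% inhibition at 5 µM, scaled per plate between neutral and stimulator controls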;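 also: PAF is a Pseudomonas aeruginosa culture filtrate used as stimulus; plate controls were PAF-stimulated DMSO wells for no effect and unstimulated DMSO wells for full effect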
LMP1 NFkB inh: Epstein-Barr LMP1 NF-kappaB reporter inhibition. 350,000 tested, 0.69% active. AID 504558. LMP1-induced NF-kappaB luciferase reporter cells, luminescence. inhibition, % at 12.5 µM; in the data active = inhibition above about 41%;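 also: 0% = neutral control wells and 100% = reference inhibitor control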
TWEAK-Fn14 inh: inhibitors of TWEAK-Fn14 interaction signaling. 360,000 tested, 2% active. AID 1159606. inhibition, % at 10 µM. TWEAK-stimulated Fn14 reporter cells, luciferase luminescence, 8 h; in the data active = inhibition above about 50%
SRC3 inh: inhibitors of human steroid receptor coactivator 3 (SRC3); 360,000 tested, 0.17% active; Q9Y6Q9; HEK293 GAL4-SRC3 luciferase reporter, luminescence; inhibition, % at 3.6 µM;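 active = inhibition above a per-campaign cutoff, the mean of all compounds plus 3 SD, cut at about 60% in these data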;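 also: 0% = DMSO-treated cells and 100% = gossypol-treated cells at 36 µM; higher means less SRC3-driven luciferase light from the GAL4 reporter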
COUP-TFII inh: NR2F2 (human) inhibition, primary screen. P24468. HEK293T NGFI-A luciferase reporter, luminescence. inhibition, % at 8.6 µM. 370,000 tested, 0.7% active;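 active = inhibition above a per-plate cutoff, mean inhibition of test wells between control levels plus 3 SD, cut at about 38% in these data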;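 also: cells cotransfected with COUP-TFII expression vector driving the NGFI-A reporter; 0% = median of COUP-TF2 test wells and 100% = reporter-only cells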
TROY signal inh: blocks TROY-dependent signaling in reporter cells; 360,000 tested, 0.98% active; Q293 LMP1-TROYcd NF-kB luciferase reporter, 4 h; inhibition, % at 10 µM;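 active = compounds whose plate-normalised and pattern-corrected inhibition of the luciferase reporter signal at the single screening dose is 50% or more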
C8 TRAIL sens: sensitizes caspase-8 expressing cells to TRAIL | NB7+C8 cells + TRAIL, ATPlite viability luminescence | inhibition (viability loss, TRAIL sensitization), % at 10 µM | 360,000 tested, 1% active | AID 624354;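 active = compounds causing at least 50% loss of cell viability in the single-dose screen, relative to plate controls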
LRH-1 inv ag: suppresses constitutive activity of human LRH-1; O00482; HEK293T StAR-luciferase reporter, LRH-1 transfected, 24 h; inhibition, % at 3.6 µM; 360,000 tested, 0.13% active; AID 602396;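 active = inhibition above the mean inhibition of all tested compounds plus 3 SD, cut at about 73% in these data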;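 also: 0% = DMSO wells and 100% = reporter-only cells lacking LRH-1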
KKLEB tox: counter-screen for CF NF-kB inhibitors: cytotoxicity; KKLEB CF airway cells viability, ATPlite luminescence, overnight; hits give low values; cells stimulated with P. aeruginosa culture filtrate; activity change (cytotoxicity), % at 5 µM; 360,000 tested, 0.36% active; AID 602141;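 active = corrected activity change at or below -50% at 5 µM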
Active calls of the source: *; x = not tested or not shown. The list is partial; the hit share may differ from the screen's.

The line under a structure holds: NCOA1 inh, Shn3 3UTR inh, CF NFkB block, LMP1 NFkB inh, TWEAK-Fn14 inh, SRC3 inh, COUP-TFII inh, TROY signal inh, C8 TRAIL sens, LRH-1 inv ag, KKLEB tox
1: CCOC(=O)N(CC)OC(=O)Nc1ccc(Cl)cc1
→ 9, 7, 9, -2, 20, -8, -2, -35, -13, -10, 0
2: CS(=O)(=O)N1CCN=C1SCc1ccc([N+](=O)[O-])cc1
→ -9, -24, -4, -4, -30, -4, -20, 26, -3, -31, 8
3: O=C(Nc1ccc2c(c1)C(=O)N(c1ccccc1)C2=O)c1cccs1
→ 18, 1, 7, -6, -13, 14, 20, -4, 2, 5, -4
4: COC(=O)c1ccccc1Sc1ncnc2onc(C)c12
→ -11, 7, 38, 7, 37, -2, -7, 16, -4, -7, 0
5: CCN(CC)S(=O)(=O)c1ccc(N/N=C(\C)c2cccnc2)nc1
→ 19, -5, -2, 5, 2, -5, -13, -2, 6, -36, 11
6: CCCCN(Cc1ccccc1)S(=O)(=O)c1ccc2c(c1)n(C)c(=O)c(=O)n2C
→ 19, 19, -4, -2, -15, 7, -4, -16, 16, 10, 6
7: COc1ccc(C(=O)NC(=O)CSc2nc3nc(C)cc(C)n3n2)cc1
→ 9, -1, 10, -6, 3, 17, 16, -1, -7, 2, -16
8: O=C(Cn1nnc(-c2ccc(Cl)cc2)n1)N1CCN(C(=O)c2ccco2)CC1
→ -10, -8, -37, 5, -2, -22, 13, 14, 3, -11, 8
9: Cc1cc(C)cc(NC(=O)C(NCC2CCCO2)c2ccccc2)c1 (stereo unspecified)
→ 11, 7, 8, -4, -16, 18, 10, -30, 2, 12, -6
10: Cc1nn(C)c(C)c1CN(Cc1nc(-c2ccc(F)cc2F)oc1C)C1CC1
→ -3, -14, -12, 12, 3, 18, 5, 10, 0, -22, 15
11: COc1cc(/C=C/C(=O)OCC(=O)N2CCCC2)cc(OC)c1OC
→ -18, 1, -38, 3, -9, 6, -10, -9, 9, -12, 13
12: Cc1cc(C)nc(NS(=O)(=O)c2ccc(NC(=O)c3ccc(N4C(=O)CCC4=O)cc3)cc2)n1
→ 10, 22, -3, 3, 21, 18, -7, 1, -3, -3, 15
13: CC1(c2ccc(Cl)cc2)NC(=O)CS1 (stereo unspecified)
→ 1, -9, -8, 5, -1, -10, -5, -7, 5, -3, 6
14: N#CC1=C(N)Oc2n[nH]c(-c3cccs3)c2C1c1ccccc1C(=O)O (stereo unspecified)
→ -5, -18, -7, -17, -25, 17, 6, 8, 2, 24, 3
15: COC(=O)Cc1csc(/N=C/c2c(O)n(-c3cccc(C(F)(F)F)c3)c(=O)c3ccccc23)n1
→ 14, 42, 6, -23, 11, 4, -2, -12, 13, -14, -7
16: CCOC(=O)N1CCN(CC(=O)Nc2sc(CC)cc2C(=O)c2ccc(OC)cc2)CC1
→ -13, -21, -5, -9, 15, 11, 7, 17, -10, 2, -5
17: Cc1cccc(-n2ncc(C(=O)NC3CCCC3)c2C2CCN(C(=O)OC(C)(C)C)CC2)c1
→ -8, 9, 8, 8, 9, -16, 5, -13, 6, 13, -3
18: COc1ccc(C(C(=O)NCC2CCCO2)N(C(=O)c2snc(C(N)=O)c2N)c2ccccc2C)cc1OC (stereo unspecified)
→ 15, 2, 4, 3, 1, -40, 0, -10, 7, 5, -14
19: COc1ccc(-c2cc(C(=O)N3CCN(C(c4ccccc4)c4ccccc4)CC3)no2)cc1
→ -4, 15, 14, 6, 5, 13, x, 3, 4, -31, 14
20: O=C(c1ccc2c(c1)N(Cc1ccccc1)CCS2)N1CCOCC1
→ 10, -97, -6, -2, 11, 14, 0, -33, -6, 9, 5
21: CN[C@H]1C[C@H]2c3[nH]c4ccc(-c5ccc(OC)cc5)cc4c3CCN2C(=O)[C@H]1[C@H](C)O
→ -6, 9, 35, -202, 28, -7, 10, -6, 2, 12, -12
22: CS(=O)(=O)N(CC(=O)NCCSCc1ccccc1)c1ccccc1
→ 5, 15, 2, -3, 0, 11, -17, 9, -6, 18, 3
23: Cc1noc(C)c1COC(=O)c1ccccc1Oc1ccccc1
→ -2, -8, -20, -8, 14, -2, -4, 1, 6, 0, 0
24: C=C1C(=O)OC2CC1C(O)CC(C)=CCCC(C)=CC(O)CC2C (stereo unspecified)
→ 30, 96*, 81*, -3, 92*, 59, 47*, 37, 17, -3, -40
25: Cc1cc(C)cc(NC(=O)Cn2c(=O)oc3cc(S(=O)(=O)N4CC(C)CC(C)C4)ccc32)c1 (stereo unspecified)
→ 3, -4, 2, -6, 24, -3, -4, 19, 12, 13, -9
26: O=C(O)C(Cc1ccccc1)N1Cc2ccccc2C1=O (stereo unspecified)
→ -2, -7, 6, 7, -29, -5, 8, 7, 10, 19, 4
27: COc1ccc(C(C)(C)C)cc1NC(=O)CCn1[nH]c(=O)ccc1=O
→ 8, 11, 0, -4, -4, 13, 3, -4, -11, 8, 13
28: CCS(=O)(=O)Nc1cccc(-c2ccc3nnc(-c4cccnc4)n3n2)c1
→ 9, 0, -96, -7, -31, 0, -26, 0, 11, 43, 5
29: O=C(c1ccc2c3c(cccc13)CC2)C1CCCN(C(=O)c2ccc[n+]([O-])c2)C1 (stereo unspecified)
→ -18, -30, 15, 14, -3, 3, 0, 12, 11, 1, 0
30: COc1cc(C2C(C(=O)c3cccs3)=C(O)C(=O)N2CCN2CCOCC2)ccc1OCCC(C)C (stereo unspecified)
→ -8, x, -3, x, 3, 0, 11, -36, 10, 0, -12
31: COc1ccccc1C=CC(=O)C=Cc1ccccc1OC
→ -55, 52, -179, 66*, 80*, 2, 50*, -36, 14, -6, -4
32: O=C1CCCN2N=C(SCC(=O)Nc3ccc([N+](=O)[O-])cc3)SC2=N1
→ -1, 2, -14, -4, -6, -4, 22, -3, -12, 36, 4
33: CCS(=O)(=O)Nc1ccc(C2=NN(C(=O)c3ccccc3)C(c3cccs3)C2)cc1 (stereo unspecified)
→ 11, 21, -21, 6, -2, -8, 6, 19, 12, 16, -1
34: CN(c1ccc([N+](=O)[O-])cc1)c1cc2c(c3c1ccn3C)C1CCC2C1 (stereo unspecified)
→ 4, 14, -5, x, 5, 1, -13, -19, -5, -13, 8
35: COc1ccc(-c2nn(-c3ccccc3C)cc2CNCCc2cnc[nH]2)cc1F
→ -24, 60, -11, -1, 9, -15, 6, -14, 1, 10, 2
36: O=C(NCCCCc1ccccc1)Nc1ccc(F)cc1F
→ -1, -18, 22, -20, -11, -14, -16, -50, 19, -12, -15
37: O=C1c2ccccc2C(=O)N1OCCOCCOCCBr
→ 5, 3, 15, -11, 0, 3, -3, -2, -6, -12, -5
38: Cn1cc(CNC(=O)Nc2ccc3c(c2)OCO3)cn1
→ -62, -17, 6, -15, 3, -20, -30, -16, -8, -32, 7
39: Cc1ccc(S(=O)(=O)NCc2csc(C)n2)cc1
→ -2, 4, 2, 11, 9, -8, 1, 16, 7, 3, -1
40: COc1ccc(-c2nc(NC(=O)c3c(C)noc3C)sc2C)cc1
→ -4, -6, 5, 23, 25, 5, 12, 13, 8, -23, -3
41: COc1cc(CCC(=O)Nc2nccs2)cc(OC)c1OC
→ -6, 4, -5, 2, -5, 9, -2, -13, -13, -10, 7
42: CN(C)c1ccc(C(=O)C(=O)c2ccccc2)cc1
→ -22, -24, 3, -12, -6, -34, -27, -42, 9, -1, -6
43: Cc1[nH]n(-c2ccccc2)c(=O)c1N=Nc1ccccc1C(=O)N1CCCCC1
→ -17, 22, 11, 1, -1, 4, 1, 23, 16, 5, -14
44: O=C(CSc1nnc(-c2ccncc2)n1-c1ccccc1)N1CCN(c2ccc(Cl)cc2)CC1
→ 10, -10, 8, -1, -7, 18, -8, 20, 11, 8, -15
45: Cc1cccc(Cn2c(=O)n(Cc3ccco3)c(=O)c3ccccc32)c1
→ -10, 1, 34, -2, 2, 4, 15, -7, 1, -31, -18
46: O=C(Nc1cccc(S(=O)(=O)N2CCCCC2)c1)Nc1ccc(Cl)cc1Cl
→ 8, 15, 58*, -1, 83*, 15, -11, 59*, 9, 14, -46
47: N#C/C(=C/c1ccccc1)C(=O)OCC(=O)Nc1ccccc1[N+](=O)[O-]
→ -6, 4, -20, -1, 4, 18, 2, -13, 1, 12, -27
48: O=C(NCC(c1ccco1)N1CCN(c2ccccc2)CC1)c1ccco1 (stereo unspecified)
→ -10, 2, -4, 10, -2, 2, x, -8, -10, -19, 3
49: C=CCSC1=N/C(=C/c2ccsc2)C(=O)N1c1ccccc1
→ -5, 8, -10, 0, -14, 12, -9, 7, -4, -13, 14
50: Fc1ccc2c(c1)C(c1ccncc1)=NNC(c1cccnc1)=N2
→ -4, 35, -18, -1, -32, -3, -13, 15, 4, 19, 4
51: CCOc1cccc(N(C(=O)C2COc3ccccc3O2)C(C(=O)NC2CCCCC2)c2ccc(O)cc2)c1 (stereo unspecified)
→ 9, 20, 23, 10, -13, 14, -2, 22, 7, -15, -10
52: CC1CCCC(C)N1S(=O)(=O)c1ccc(NC(=O)c2ccccc2C(=O)N2CCOCC2)cc1 (stereo unspecified)
→ 0, -21, 3, 10, 1, 11, -1, 16, -21, -3, -7
53: O=C(c1cnccn1)N1CCN(c2ccccc2F)CC1
→ 10, -7, 5, 0, -11, -9, 3, -7, -4, 11, 6
54: COc1ccc(N=C2S/C(=C\c3ccc(Cl)c([N+](=O)[O-])c3)C(=O)N2CCN(C)C)cc1
→ -16, 47, 50, -11, 60*, 8, -2, 81*, 80*, -5, -14
55: c1ccc2[nH]c(SCc3cscn3)nc2c1
→ -53, -31, 7, -3, -10, -27, -21, -23, 0, -54, 7

Entries listed so far that bear a hit mark in LMP1 NFkB inh.
nr | structure | NCOA1 inh | Shn3 3UTR inh | CF NFkB block | LMP1 NFkB inh | TWEAK-Fn14 inh | SRC3 inh | COUP-TFII inh | LRH-1 inv ag
31 | COc1ccccc1C=CC(=O)C=Cc1ccccc1OC | -55 | 52 | -179 | 66* | 80* | 2 | 50* | -6
